Mito fusion act: qHTS Assay for Small Molecule Inhibitors of Mitochondrial Division or Activators of Mitochondrial Fusion; 320,000 compounds, 0.23% hits; S. cerevisiae fusion-defective mutant growth rescue, CellTiterGlo 48 h; Potency, µM (doses to about 46.1 µM), without a hit: at the top dose growth rescue (activation), usual class: activators;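 further: potency means the concentration at half of the fitted maximal effect; % of control where 0% means no effect; nearly all actives have a fitted effect of over 45% in size; temperature-sensitive fusion mutants such as fzo1-1 at 37 °C on non-fermentable ethanol glycerol medium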
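Read-out: ATP-based luminescence (CellTiterGlo, 10 min ambient) reporting growth of fusion-defective ts yeast after 48 hours at 37C on glycerol/ethanol YPEG medium in the presence of compound.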
AT treatment: qHTS Assay for Identifying a Potential Treatment of Ataxia-Telangiectasia. […] A-T fibroblasts, KAP-1 phosphorylation AlphaLISA; neocarzinostatin DNA damage 30 min before lysis. Potency, µM (highest dose often 57.5 µM), inactives show at the highest dose activation, most hits filed as activators. 320,000 compounds, 0.19% hits. AID 485349, 2010; further: potency means the concentration at half of the fitted maximal effect; % of control where 0% means no effect; nearly all actives have a fitted effect of over 45% in size
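hTERT-immortalized A-T patient fibroblasts ([…]), 500 cells/well in OPTI-MEM, 1% FBS, got compounds for 60 min, then NCS for 30 min at 37C. Lysates were then assayed for phospho-KAP-1 by AlphaLISA (anti-pKAP1 donor, anti-KAP1 acceptor beads), 6 hr at 25C.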
Eya2 inh: qHTS Assay for Inhibitors of the Phosphatase Activity of Eya2. Protein phosphatase EYA2 (Homo sapiens), O00167. recombinant Eya2, OMFP fluorescence dephosphorylation (OMFP is methylfluorescein phosphate). Potency, µM (titrated, usually from 76.9 µM), for the others: at the highest dose activity, negative = inhibition, usual class: inhibitors. 330,000 compounds, 0.006% hits; further: potency means the concentration at half of the fitted maximal effect; on the % scale 0 is the no-effect control and ±100 the full control effect
Target sequence (O00167 whole entry, looked up): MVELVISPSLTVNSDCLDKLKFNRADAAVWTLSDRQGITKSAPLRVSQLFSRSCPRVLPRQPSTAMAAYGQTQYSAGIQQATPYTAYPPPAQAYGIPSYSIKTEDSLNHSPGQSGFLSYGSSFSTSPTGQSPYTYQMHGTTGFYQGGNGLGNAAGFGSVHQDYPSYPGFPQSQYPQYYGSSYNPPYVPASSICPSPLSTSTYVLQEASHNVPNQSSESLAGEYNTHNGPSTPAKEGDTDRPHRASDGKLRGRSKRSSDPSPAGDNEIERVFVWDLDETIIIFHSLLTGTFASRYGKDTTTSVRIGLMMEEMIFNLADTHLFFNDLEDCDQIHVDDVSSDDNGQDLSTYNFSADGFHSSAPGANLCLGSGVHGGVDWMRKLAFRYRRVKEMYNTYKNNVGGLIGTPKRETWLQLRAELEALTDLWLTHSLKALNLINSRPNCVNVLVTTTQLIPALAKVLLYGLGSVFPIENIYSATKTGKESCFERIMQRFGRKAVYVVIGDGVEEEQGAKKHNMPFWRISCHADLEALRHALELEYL
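Eya2 protein (added as 0.2 uM solution) was preincubated with compound for 10 min at ambient temperature in 50 mM HEPES pH 7.5, 50 mM NaCl, 5 uM MgCl2, 0.05% BSA, 1 mM DTT. OMFP (added at 50 uM) then reacted 10 min; fluorescence read at 485/525 nm.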
KCNH2 3.1 block: qHTS for Inhibitors of KCHN2 3.1: Mutant qHTS; Potassium voltage-gated channel subfamily H member 2, brain isoform KCNH2 3.1 (human); U2OS KCNH2 3.1, thallium flux FluxOr; hits give low values; activity change, % (tested at about 1.8 µM); 340,000 compounds, 0.95% hits;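 active means maximum activity change below -70%; inconclusive means maximum activity change from -70% to -50%; inactive means maximum activity change above -50%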;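 further: thallium influx rate constant from kinetic fluorescence after stimulation buffer; on the % scale 0 is the no-effect control and ±100 the full control effect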
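Channel expression came from 3.1 mutant virus (1.77 x 10^8 /mL) applied to suspended U2OS cells for 4 h. Flux was tracked with FluxOr dye plus Red40 quencher, and kinetic rate constants normalized to controls.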
TCR activator: Activators of T cell receptors: qHTS campaign. primary human leukocytes, anti-CD3, IL-2 HTRF, 48 h. Potency, µM (doses to about 9.22 µM), for inactives: top-dose activation of IL-2 secretion, hits mostly activators. 330,000 tested, under 10 active. AID 504894, 2011; further: % of control where 0% means no effect
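48 hr co-incubation of compounds, a-CD3 beads and primary human leukocytes; IL-2 quantified homogeneously by HTRF with anti-IL-2 K and d2 conjugates.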
ELG1 repair inh: qHTS screen for small molecules that inhibit ELG1-dependent DNA repair in human embryonic kidney (HEK293T) cells expressing luciferase-tagged ELG1 | HEK293T ELG1-luciferase reporter, luminescence, 16 h; DNA damage induced by 5-fluorouridine | Potency, µM (series often up to 46.1 µM), for inactives: top-dose activity change, negative = inhibition, usual class: inhibitors | 330,000 compounds, 2.3% hits; further: potency means the concentration at half of the fitted maximal effect; on the % scale 0 is the no-effect control and ±100 the full control effect; nearly all actives have a fitted effect of over 55% in size
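Cells (2,000 per well) received 5-fluorouridine plus test compound or DMSO and were incubated 16 hr at 37 °C, 5% CO2. Luciferase activity was read by luminescence 30 min after ONE-Glo addition; signal suppression marked inhibition of damage-induced ELG1 function.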
USP2a inh: qHTS Assay for Inhibitors of Ubiquitin-specific Protease USP2a Using CHOP2 as the Reporter | USP2 core, Ub-CHOP2 coupled fluorogenic reporter, 485/531 | Potency, µM (titrated, usually from 38.3 µM), inactives show at the highest dose activity change, negative = inhibition, usual class: inhibitors | 330,000 compounds, 0.01% hits | AID 463254, 2010;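 further: potency means the concentration at half of the fitted maximal effect; plate controls were DMSO wells for no effect and full inhibition by NEM control for full effect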
Target sequence (O75604 whole entry, looked up): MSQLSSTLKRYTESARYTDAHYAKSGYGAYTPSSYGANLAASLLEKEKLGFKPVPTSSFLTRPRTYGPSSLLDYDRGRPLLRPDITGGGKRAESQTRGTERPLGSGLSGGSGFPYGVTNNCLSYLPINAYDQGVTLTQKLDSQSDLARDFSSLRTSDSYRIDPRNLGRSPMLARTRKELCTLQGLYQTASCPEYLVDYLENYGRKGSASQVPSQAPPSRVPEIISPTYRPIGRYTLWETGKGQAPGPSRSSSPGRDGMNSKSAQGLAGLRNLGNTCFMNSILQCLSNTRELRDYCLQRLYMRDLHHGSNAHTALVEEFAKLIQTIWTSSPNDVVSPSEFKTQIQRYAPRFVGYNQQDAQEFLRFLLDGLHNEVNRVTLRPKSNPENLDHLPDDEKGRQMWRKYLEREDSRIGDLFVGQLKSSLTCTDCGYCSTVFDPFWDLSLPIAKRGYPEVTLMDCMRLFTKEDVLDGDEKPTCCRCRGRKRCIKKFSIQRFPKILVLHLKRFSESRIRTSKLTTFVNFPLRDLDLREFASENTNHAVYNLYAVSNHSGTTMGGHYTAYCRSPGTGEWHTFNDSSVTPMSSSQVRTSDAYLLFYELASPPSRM
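Deubiquitinase activity read as fluorescence (485/531 nm) after Ub-CHOP2 cleavage activates the enterokinase reporter on its substrate; USP2 core 10nM, Ub-CHOP2 and substrate 25nM each, 30min compound preincubation then 60min RT; data normalized to NEM, curves fitted.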
TRPV1 ag: HTS Assay for Compounds that Act as Agonists of the Vanilloid Receptor 1 | 320,000 compounds, 0.19% hits | Transient receptor potential cation channel subfamily V member 1 (Homo sapiens), Q8NER1 | TRPV1-expressing cells, Fluo-8 calcium influx, agonist mode | activation, % at 8.33 µM; in the data active means activation above about 80%; inconclusive means between about 30% and that limit; further: 0% is about no effect
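Fluo-8 calcium influx in TRPV1-expressing cells, kinetic read (ex 480/em 520 nm). Compound added and read 3 min for agonist activity, followed by capsaicin at EC20 final and 2 min further read for enhancement.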
hERG WT inh: qHTS for Inhibitors of KCHN2 3.1: Wildtype qHTS; Voltage-gated inwardly rectifying potassium channel KCNH2 (Homo sapiens), Q12809; U2OS, BacMam KCNH2, thallium flux FluxOr; hits give low values; activity change, % at 1.84 µM; 340,000 compounds, 0.37% hits; AID 720551, 2013;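 active means maximum activity change below -70%; inconclusive means maximum activity change between -70% and -50%; inactive means maximum activity change above -50%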; further: on the % scale 0 is the no-effect control and ±100 the full control effect
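U2OS cells were transduced with wild-type KCNH2 virus (2.03 x 10^8 / mL) for 4 h at room temperature, then cultured overnight at 37 C. Thallium flux was read with FluxOr dye. Rate constants were normalized to DMSO controls.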
TSHR antag: Antagonists of the Thyroid Stimulating Hormone Receptor: HTS campaign; TSHR-expressing cells, TSH-stimulated cAMP HTRF, 2 h; hits give low values; activity change, negative = inhibition, % at 11.5 µM; 330,000 compounds, 0.2% hits; AID 504810, 2011;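 active means activity change below a set negative limit, meaning inhibition stronger than a set level, cut at about -70% in these data; inconclusive means activity change between two set negative limits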; further: on the % scale 0 is the no-effect control and ±100 the full control effect
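Freshly harvested TSHR cells receive pin-tooled compound, then EC80 TSH at 4nM final. After 2 hours at 37 deg C, antibody in lysis buffer and cAMP-d2 are added; 30 minutes at ambient temperature precede the HTRF read.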
* hit, by the source's call; ? = inconclusive; . = no result given; [ ] = remark or other dose. Unless noted, the call rests on the fitted dose curve; in most records, active means well fitted curve in the direction sought with a large enough effect; inconclusive means small, poorly fitted or top-dose-only effect, or another doubt; inactive means no such curve, though single readings can be large; an effect the other way counts as inactive or inconclusive. An excerpt; the hit share may differ from the screen's.

SMILES | Mito fusion act | AT treatment | Eya2 inh | KCNH2 3.1 block | TCR activator | ELG1 repair inh | USP2a inh | TRPV1 ag | hERG WT inh | TSHR antag
O=S(=O)(c1cccc2cccnc12)N1CCCc2ccccc21 | -3% | -4% | -17% | -6 | -2% | 15% | 7% | -1 | -3 | -3
O=C(COc1ccc(Cl)cc1)NCCS(=O)(=O)N1CCN(c2ccccc2F)CC1 | 5% | 11% | -4% | 1 | 6% | ? | 0% | 8 | 20 | 2
Cc1ccc(C(=O)OCc2nnc(-c3ccccc3)o2)s1 | 2% | -1% | 8% | 0 | 1% | 28% | 3% | 10 | -10 | -4
COc1ccccc1CN1C[C@@H]2C[C@@H](c3cccc(C)n3)N3CCC[C@@]23C1=O | 0% | 1% | -4% | -2 | 15% | 2% | 2% | 2 | -9 | 2
CC(C(=O)NCC1CCCCC1)N(C)CC(=O)Nc1ccc(N2CCOCC2)cc1 (configuration not stated) | -6% | 0% | -11% | -8 | 4% | -8% | -3% | 0 | 7 | -4
O=C1N=C(N2CCOCC2)S/C1=C1\C(=O)N(Cc2ccccc2)c2ccccc21 | -2% | -1% | -1% | 22 | 1% | ? | -1% | -1 | 0 | 10
COc1cccc(NC(=S)Nc2cc(C)cc(C)n2)c1 | 5% | -6% | 1% | -4 | -2% | ? | 1% | . | -3 | 5
CCC1(c2ccccc2)NC(=O)N(CC(=O)N(C)CC(=O)Nc2c(C)cccc2C)C1=O (configuration not stated) | 0% | -17% | 10% | . | 3% | -7% | -1% | -3 | 9 | 4
COc1ccccc1N1CCN(C(=O)c2cc(-c3ccc(Br)cc3)on2)CC1 | 1% | 16% | 6% | -5 | 0% | ? | 1% | . | -6 | 4
COc1ccc(C2C(C#N)=C(N)OC3=C2C(=O)CC(C)(C)C3)cc1 (configuration not stated) | -3% | -1%[11.5 µM] | -13% | -8 | 3% | -4% | 4% | 1 | -6 | -2
O=C(Cn1ccc(=O)[nH]c1=O)Nc1ccc(C(=O)O)c(O)c1 | 5% | ? | 8% | -6 | -1% | 7% | 8% | -3 | 1 | 7
O=C(O)c1cccc(CN2C(=O)SC(Nc3ccccc3)C2=O)c1 (configuration not stated) | 1% | 4% | 6% | 25 | 4% | 10% | -1% | 1 | 7 | -5
Cc1c(C(=O)N2CCCCC2)c(S(=O)(=O)NCc2ccccc2Cl)c(C)n1C | 7% | 1% | -6% | -17 | 5% | -3% | 1% | 3 | -5 | -2
CCc1oc2ccccc2c1C(=O)CCN1CCCCC1 | -19% | 5% | 0% | 11 | 0% | . | -2% | 8 | -1 | -2
Cc1cc(N)n(-c2ccccc2)n1 | 1% | 2% | 0% | . | -5% | 14% | 5% | -4 | -10 | 8
Cc1cccc(NC(=S)N2CCC(c3nc4ccccc4o3)CC2)c1C | -9% | 4% | -13% | 1 | 2% | 13% | 0% | 9 | -6 | 14
CC1(C)CC(NS(=O)(=O)c2ccccc2)CC(C)(C)N1 | -7% | 8% | -6% | 0 | 3% | 11% | -2% | 0 | 17 | 17
CC(=O)NCC(=O)OC(C(=O)c1ccccc1)c1ccc(Cl)cc1 (configuration not stated) | 1% | -9% | 6% | 1 | -9%[46.1 µM] | -10% | 3% | 4 | 11 | 5
COc1cccc(C(=O)NCCC2=CCCCC2)c1OC | 7% | 3% | -22% | 4 | -7% | ? | 3% | ? | -7 | -5
CCn1nc(C(=O)OC2CCOC2=O)c2ccccc2c1=O (configuration not stated) | 0% | 2% | 12% | -24 | 4% | 6% | 2% | -1 | -2 | -1
COc1cccc(-c2[nH]nc3c2C(c2ccsc2)C(C#N)=C(N)O3)c1 (configuration not stated) | -1% | 3% | 3% | 5 | -1% | 1% | 1% | -3 | -2 | -18
Oc1ccc(/C=N/N(c2ccccc2)c2ccccc2)c(O)c1O | -4% | -7% | 16% | . | . | 0% | -14% | 0 | . | -7
Clc1cccc(CNCCCSc2ncccn2)c1Cl | -1% | 0% | -10% | -94* | -1% | 21% | -1% | 0 | -9 | -8
C(=N\N(c1ccccc1)c1ccccc1)/c1ccc2c(c1)OCO2 | 4% | 3% | 5% | -6 | 5% | -5% | -1% | . | -30 | -9
COc1ccccc1C1CC(c2c(-c3ccccc3)c3cc(Cl)ccc3[nH]c2=O)=NN1S(C)(=O)=O (configuration not stated) | 6% | 6% | 2% | 6 | 0% | ? | 2% | -3 | -9 | -21

Nothing new here: entries from further up.
SMILES | Mito fusion act | AT treatment | Eya2 inh | KCNH2 3.1 block | TCR activator | ELG1 repair inh | USP2a inh | TRPV1 ag | hERG WT inh | TSHR antag
C(=N\N(c1ccccc1)c1ccccc1)/c1ccc2c(c1)OCO2 | 4% | 3% | 5% | -6 | 5% | -5% | -1% | . | -30 | -9
COc1ccccc1C1CC(c2c(-c3ccccc3)c3cc(Cl)ccc3[nH]c2=O)=NN1S(C)(=O)=O (configuration not stated) | 6% | 6% | 2% | 6 | 0% | ? | 2% | -3 | -9 | -21

Further records
SMILES | Mito fusion act | AT treatment | Eya2 inh | KCNH2 3.1 block | TCR activator | ELG1 repair inh | USP2a inh | TRPV1 ag | hERG WT inh | TSHR antag
CN(C)CCCN(C(=O)c1ccc2c(c1)CCCC2)c1nc2c(F)cccc2s1 | -7% | . | -16% | -12 | 8%[46.1 µM] | ? | -8% | 1 | 4 | -3
O=c1[nH]c(Nc2nc3ccccc3o2)nc2c1CCCC2 | 6% | 4% | 7% | -32 | 1% | ? | -1% | 6 | 2 | 6
COc1ccc(C(=O)Nc2c(N)nc(SCC(=O)N3CCC(C)CC3)[nH]c2=O)cc1OC | 2% | 15% | 23% | 3 | -2% | 13% | 3% | . | 3 | 11
O=c1c2ccccc2nc(/C=C/c2c[nH]c3ccccc23)n1-c1ccc([N+](=O)[O-])cc1 | 1% | 2% | -4% | -4 | 0%[46.1 µM] | ? | 6% | 0 | 11 | 2
COc1ccc(-c2csc(-n3ncc(-c4ccccn4)c3N)n2)cc1 | -3% | -8% | -1% | 19 | 3% | 17% | 11% | -3 | 57 | -9
COc1cc2c(C(=O)N3CCN(C)CC3)c(C)oc2cc1Br | -3% | -3% | -3% | -7 | -6% | -5% | -1% | 1 | -7 | 0
COCCCN1C(=O)c2ccc(C(=O)NCc3ccccn3)cc2C1=O | -11% | -1% | -3% | 5 | -2% | 6% | -1% | -2 | -7 | 2
C=CCNC(=S)N1CC2(C)CN(C(=S)NCC=C)CC(C)(C1)C2=O | 0% | -1% | 4% | -8 | 4% | 5% | 6% | 1 | 10 | 5
CC(Sc1nc(NC(C)(C)C)nc(N(C)C)n1)C(=O)Nc1ccccc1 (configuration not stated) | -15% | -1% | -3% | -10 | 0% | ? | 2% | ? | -14 | 4
COCCn1c(=NC(=O)c2sc3ccccc3c2Cl)sc2cc(S(N)(=O)=O)ccc21 | 0% | 31% | 1% | 14 | -21%[46.1 µM] | ? | 0% | -3 | 12 | -2
O=c1[nH]c2ccc(S(=O)(=O)N3CCN(c4ccc(F)cc4)CC3)cc2o1 | -1% | 2% | -5% | 19 | 3% | ? | 0% | 6 | -4 | -10
Cc1cccnc1NC(=O)c1ccc([N+](=O)[O-])o1 | 0% | 5% | -8% | -6 | -3%[46.1 µM] | 9% | -2% | 0 | -6 | 11
Cc1ccc(-c2nc(SCC(=O)N(C)C3CCS(=O)(=O)C3)[nH]c2-c2ccc(C)cc2)cc1 (configuration not stated) | -2% | -1% | 1% | -12 | 1% | -11% | 0% | 3 | 14 | -3
CC(=O)c1ccc(N2CCN(C(=O)/C=C/c3cccs3)CC2)cc1 | -6% | -2% | -9% | ? | -9% | 7% | 5% | 16 | 11 | -5
Cc1ccccc1C(=O)Nc1cccc(NC(=O)Cn2cnc3c(=O)n(C)c(=O)n(C)c32)c1 | 1% | -2% | 10% | 13 | -27% | ? | 4% | -1 | -5 | -5
O=C1CC(NS(=O)(=O)c2cc(F)ccc2F)CN1c1ccc2c(c1)OCCO2 (configuration not stated) | 0% | 1% | -11% | 8 | 5% | 11% | 0% | 6 | -3 | 5
CC(=O)c1ccc(S(=O)(=O)N2CCN(C)CC2)cc1 | 0% | -1% | 1% | 12 | 5% | -3% | 0% | 1 | 0 | -3
Cc1ccc(OCc2cc(C(=O)N3CCC(c4ccccc4Cl)C3)no2)cc1C (configuration not stated) | -14% | 3% | -3% | 2 | 12% | ? | -7% | 1 | -9 | -20

Assay outcomes as filed in PubChem BioAssay.
